Abs 340nm – compounds absorbing at 340 nm. AID 708. compound absorbance at 340 nm, fold over control. 65,000 tested, under 10 active. fold change at 10 µM;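 active means at 10 µM dose, initial 340 nm absorbance at least 2 fold that of control wells; inactive means change under 2 fold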;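 further: initial absorbance extrapolated from kinetic A340 decline of NADH oxidation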
ROCK2 blocker – inhibitors of human Rho kinase 2 | purified ROCK2, Kinase-Glo ATP depletion luminescence | inhibition, % at 6 µM | 60,000 tested, 0.35% active | AID 604;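 active means inhibition above the screen-wide mean inhibition plus 3 SD, cut at about 18% in these data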;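 further: plate controls were DMSO wells for no effect and Y-27632 control wells after no-enzyme background subtraction for full effect; many of its hits are not listed in these tables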
Target sequence (O75116 whole entry, looked up): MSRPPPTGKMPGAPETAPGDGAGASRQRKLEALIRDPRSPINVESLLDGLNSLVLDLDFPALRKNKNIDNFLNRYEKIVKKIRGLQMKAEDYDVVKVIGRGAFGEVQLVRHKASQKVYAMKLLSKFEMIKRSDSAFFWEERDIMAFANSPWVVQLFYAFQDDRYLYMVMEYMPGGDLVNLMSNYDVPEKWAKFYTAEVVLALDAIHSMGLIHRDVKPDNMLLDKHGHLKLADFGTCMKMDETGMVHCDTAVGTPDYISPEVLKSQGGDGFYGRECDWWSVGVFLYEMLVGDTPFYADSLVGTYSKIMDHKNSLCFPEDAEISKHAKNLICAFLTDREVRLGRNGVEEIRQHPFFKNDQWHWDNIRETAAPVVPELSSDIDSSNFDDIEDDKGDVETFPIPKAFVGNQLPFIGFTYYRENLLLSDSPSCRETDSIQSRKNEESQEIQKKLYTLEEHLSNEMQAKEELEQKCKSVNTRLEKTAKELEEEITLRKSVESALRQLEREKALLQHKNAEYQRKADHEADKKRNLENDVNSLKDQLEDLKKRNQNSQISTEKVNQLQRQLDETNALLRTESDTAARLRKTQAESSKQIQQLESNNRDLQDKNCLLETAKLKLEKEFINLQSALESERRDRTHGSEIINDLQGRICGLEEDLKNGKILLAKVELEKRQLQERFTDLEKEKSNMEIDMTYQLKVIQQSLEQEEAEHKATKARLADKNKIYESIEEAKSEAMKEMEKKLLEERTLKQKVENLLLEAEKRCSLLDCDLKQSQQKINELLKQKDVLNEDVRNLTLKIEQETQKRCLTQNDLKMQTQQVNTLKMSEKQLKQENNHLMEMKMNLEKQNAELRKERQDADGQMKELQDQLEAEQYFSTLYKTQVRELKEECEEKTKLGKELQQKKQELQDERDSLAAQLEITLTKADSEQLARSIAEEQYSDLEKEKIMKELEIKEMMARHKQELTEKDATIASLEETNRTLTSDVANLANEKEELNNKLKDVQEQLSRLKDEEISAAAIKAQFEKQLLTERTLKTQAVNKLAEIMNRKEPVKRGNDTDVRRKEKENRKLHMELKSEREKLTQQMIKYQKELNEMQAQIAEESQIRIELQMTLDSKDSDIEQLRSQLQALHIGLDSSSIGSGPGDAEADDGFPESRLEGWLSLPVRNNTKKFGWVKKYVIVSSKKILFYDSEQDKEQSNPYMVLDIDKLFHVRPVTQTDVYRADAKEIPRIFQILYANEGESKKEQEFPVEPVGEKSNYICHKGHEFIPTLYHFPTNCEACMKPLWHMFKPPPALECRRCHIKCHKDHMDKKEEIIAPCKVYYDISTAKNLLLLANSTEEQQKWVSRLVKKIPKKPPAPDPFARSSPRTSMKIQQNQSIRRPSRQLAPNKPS
Fluor 339 460 – intrinsic fluorescence of library compounds, ex339/em460 – biochemical, MLSMR library, data from DPM-DC assay, artefact control, profiling panel; compound autofluorescence, ex339/em460 nm, NADH buffer; stronger effect = higher value; 1 = no-compound wells, NADH background; fluorescence fold increase at 10 µM; 65,000 tested, 5.5% active;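 active means at 10 µM, mean starting fluorescence two-fold or more over control wells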;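 further: signal is the first read of a kinetic run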
JNK3 inh – inhibitors of human JNK3 kinase; 60,000 tested, 0.61% active; inhibition, % at 8 µM; P53779; purified JNK3 kinase activity, HTS; in the data active means inhibition above about 17%;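 further: 0% = DMSO and 100% = reference inhibitor; many of its hits are not listed in these tables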
Her2 expr inh – lowers expression of human Her2 kinase; SKBR-3 HER2 protein level, AlphaScreen, 18-24 h; stronger effect = lower value; HER2 level % of control, % at 10 µM; 65,000 tested, 0.69% active;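 active means HER2 level under 5% of the carrier-only control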;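 further: 100% = DMSO carrier and 0% = 500 nM PU-H71 HSP90 inhibitor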
DUSP1 inh – inhibitors of human MKP-1 phosphatase | recombinant MKP-1, OMFP hydrolysis fluorescence | inhibition, %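 (compounds tested at a single concentration somewhere between 10 and 100 µM)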 | 65,000 tested, 0.15% active;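 active means inhibition above about 50%, limit read from the data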;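 further: 0% = DMSO max control wells and 100% = wells with enzyme stopped by NaOH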
Cdc25B block – human M-phase inducer phosphatase 2 inhibition; inhibition, %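 (compounds tested at 10 µM final in the well)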; 65,000 tested, 0.1% active; AID 368; recombinant Cdc25B, OMFP fluorescence Ex485/Em525; P30305; in the data active means inhibition above about 50%
PKA inh – PKA (human) kinase inhibition; P17612; PKA Kemptide phosphorylation, Kinase-Glo ATP luminescence; inhibition, % at 6 µM; 65,000 tested, 0.1% active; AID 524;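 active means inhibition above the screen-wide mean inhibition plus 3 SD, cut at about 21% in these data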; further: many of its hits are not listed in these tables
Hsp90 inh – displaces geldanamycin probe from tumor Hsp90. P07900. NCI-N417 lysate Hsp90, Cy3B-geldanamycin FP displacement. inhibition, % at 30 µM. 64,000 tested, 0.35% active;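 active means inhibition above 50%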;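 further: 0% = tracer plus lysate wells and 100% = tracer alone without lysate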
* hit, by the source's call; nt = no result given; & = joins results of further samples. The list is partial; the hit share may differ from the screen's.

1	COC(=O)CCC(=O)Nc1cccc(Br)c1
2	N#Cc1c(/N=C/N2CCCC2)oc(-c2ccccc2)c1-c1ccccc1
3	CCOC(=O)CCCCC(=O)c1[nH]c(=O)[nH]c1Cn1ccnc1
4	O=C(Cn1nc(Cc2cccnc2)c2ccccc2c1=O)NCC1CCCO1 (stereo not drawn)
5	CCn1c(SCC(=O)O)nnc1C1CCCCC1
6	Cc1ccc2c(c1)cc(CN(Cc1ccc3c(c1)OCO3)C(=O)c1cnccn1)c1nnnn12
7	CC(C)(C)C1CCC2(CC1)C(C#N)=C(SCC(=O)Nc1ccccc1)NC(=O)C2C#N (stereo not drawn)
8	O=c1oc2ccccc2c(O)c1CN1CCCCC1

screen / no.	1	2	3	4	5	6	7	8
Abs 340nm	0.99	1.1	1	0.97	1	1	1	1
ROCK2 blocker	6	4	0	0	6	-6	-8	1
Fluor 339 460	1	1.1	1.1	1	1.1	1.1	1.1	1.1
JNK3 inh	1	-4	5	9	7	-9	-3	3
Her2 expr inh	81	87	88	91	85	89	56	87
DUSP1 inh	-4	6	-2	-6	8	32	6	3
Cdc25B block	24	-4	6	-2	-14	-6	0	-7
PKA inh	7	1	-1	9	6	-6	3	13
Hsp90 inh	-4	0	-2	0	0	0	-3	-5

9	Cn1c(C(=O)NCC2CCCO2)cc2c(=O)n(C)c3ccccc3c21 (stereo not drawn)
10	CC1CCN(S(=O)(=O)c2ccc3c(c2)c(=O)c(C(=O)NC2CCCC2)cn3C)CC1
11	CCCc1nc(N2CCCC2)c(C#N)c2c1CCCC2
12	CCOC(=O)C1CCCN(C(=O)c2c(-c3ccccc3Cl)noc2C)C1 (stereo not drawn)
13	CC(C)OC(=O)Nc1ccc(Oc2c(F)c(F)c(F)c(F)c2F)cc1
14	Cc1noc(C)c1CSc1nnc2cc(C)c3ccccc3n12
15	COc1cccc(C(=O)NC2=NCCS2)c1
16	CCOC(=O)c1ccc(CNC(=O)c2n[nH]c(=O)c3ccccc23)o1

screen / no.	9	10	11	12	13	14	15	16
Abs 340nm	0.99	1	1	1	1	1	1	1
ROCK2 blocker	1	1	7	1	-4	2	-4	-10
Fluor 339 460	1.1	1.1	2.1*	1.1	1.1	1.1	1.1	1.1
JNK3 inh	-3	2	1	-7	-12	-4	-3	1
Her2 expr inh	83	86	85	101	130	72	86	100
DUSP1 inh	-9	50*	-23	7	19	-3	11	25
Cdc25B block	1	-1	-11	6	3	2	-6	8
PKA inh	3	2	7	4	6	-3	-2	-5
Hsp90 inh	-2	2	-3	-3	-1	-2	0	-2

17	Cc1ccc(S(=O)(=O)Cc2ccc(C(=O)N3CCCC3)o2)cc1
18	COC(=O)CCN(C1CCCCC1)S(=O)(=O)c1ccc(S(=O)(=O)N2CCCCC2)cc1
19	COc1cccc(CC(C(=O)Nc2cc(C)ccc2C)c2nn[nH]n2)c1OC (stereo not drawn)
20	O=C1c2ccccc2C(=O)N1CCCCn1c(=O)oc2ccccc21
21	CCn1c(SCCOc2ccc(OC)cc2)nnc1C(CO)NC(=O)c1ccc(OC)cc1 (stereo not drawn)
22	Cc1nc2ccccc2n2c(O)c(CC(=O)O)cc12
23	Cn1cc(SCC(=O)N2CCN(c3ccccc3)CC2)c2ccccc21
24	Cn1c(=O)c2cc(S(=O)(=O)NC(C(=O)N3CCCCCC3)c3ccccc3)ccc2n(C)c1=O (stereo not drawn)

screen / no.	17	18	19	20	21	22	23	24
Abs 340nm	1	1	0.99	1	1	1	1.1	1.1
ROCK2 blocker	2	-9	4	0	-4	6	-7	2
Fluor 339 460	1.1	1.1	1.1	1.1	1.1	1.2	1.1	1.1
JNK3 inh	9	-2	-7	-1	-3	1	-7	11
Her2 expr inh	82	108	203	115	99	88	71	82
DUSP1 inh	0	4	19	-4	11	10	11	9
Cdc25B block	5	-3	-9	-2	-9	-2	3	-12
PKA inh	6	-1	-3	5	-1	12	-12	2
Hsp90 inh	-2	0	-3	-1	-10	12	-5	-4

25	CCc1ccc(C2CC(c3ccccc3C)n3nc(N)nc3N2)cc1 (stereo not drawn)
26	CCCCNC(=O)OC1CCS(=O)(=O)C1 (stereo not drawn)
27	N#CC[n+]1cc(-c2ccc(Cl)cc2)n2c1CCC2
28	CCSc1nc2ccccc2n1CC(=O)N1CCCCC1
29	CCN(CC)S(=O)(=O)c1ccc(Cl)c(C(=O)NC2CCCC2)c1
30	O=C(C1CCN(Cc2ccc(OCc3ccccc3)cc2)CC1)N1CCCC1
31	COc1ccccc1NC(=O)Cn1cnc2c(cnn2-c2ccc(C)c(C)c2)c1=O
32	O=CNCC(=O)NC1CCCCCC1

screen / no.	25	26	27	28	29	30	31	32
Abs 340nm	1.1	1	1	1	1	1	0.96	0.98
ROCK2 blocker	3	-3	8	0	7	6	-1	1
Fluor 339 460	1.2	1.1	1.1	1.1	1.1	1.1	1.2	0.98
JNK3 inh	3	4	-3	-4	3	2	7	-3
Her2 expr inh	107	131	70	90	82	90	74	108
DUSP1 inh	8	-8	-10	3	11	2	34	11
Cdc25B block	2	12	0	-6	4	-28	-2	2
PKA inh	2	0	7	-2	2	12	1	0
Hsp90 inh	-5	0	-1	2	-2	-2	-1	1

Fluor 339 460, hit marks shown above
entry	SMILES	Abs 340nm	ROCK2 blocker	Fluor 339 460	JNK3 inh	Her2 expr inh	DUSP1 inh	Cdc25B block	PKA inh
11	CCCc1nc(N2CCCC2)c(C#N)c2c1CCCC2	1	7	2.1*	1	85	-23	-11	7

Further results:
33	CC1=C(Sc2ccccn2)C(=O)NC(C)(C)C1
34	CCOc1ccccc1C1C(C#N)=C(N)Nc2onc(-c3ccccc3)c21 (stereo not drawn)
35	O=C(CSc1nnc(-c2ccccc2)n1Cc1ccccc1)N1CCCC1
36	Cc1ccc(S(=O)(=O)Cn2nnnc2C(C(C)C)N2CCN(Cc3ccco3)CC2)cc1 (stereo not drawn)
37	Cc1csc(NC(=O)CSc2nnc(-c3ccncc3)n2C)n1
38	COC(=O)COc1ccc(S(=O)(=O)Nc2ccc(C(N)=O)cc2)cc1
39	COc1ccccc1N1CCN(C(=O)c2ccc(S(=O)(=O)N3CCCCCC3)cc2)CC1
40	COc1ccc(OC)c(NC(=O)CCN2CCCCC2)c1

screen / no.	33	34	35	36	37	38	39	40
Abs 340nm	0.99	0.99	1	0.98	0.97	0.99	0.97	1
ROCK2 blocker	-2	9	2	-5	15	9	-6	5
Fluor 339 460	1.1	1.1	1.1	1.1	1.1	1.1	1.1	1.1
JNK3 inh	-2	8	3	2	-1	-1	1	0
Her2 expr inh	105	84	101	78	97	94	106	86
DUSP1 inh	-23	25	9	19	22	6	8	0
Cdc25B block	7	-8	1	-4	9	-8	-13	-4
PKA inh	6	13	13	-6	6	14	-4	7
Hsp90 inh	0	-3	3	-2	0	-5	1	0

41	COc1cccc(N(CC(=O)Nc2cccc(N(C)S(C)(=O)=O)c2)S(C)(=O)=O)c1
42	O=C(NCCCN1CCc2ccccc2C1)C1CCN(c2nnc(-n3cccc3)s2)CC1
43	O=C1c2ccccc2S(=O)(=O)N1CC(O)COc1ccc(Cl)cc1 (stereo not drawn)
44	CCc1nn(C(C)C(=O)Nc2cccc(C)c2C)c(=O)c2cc3occc3n12 (stereo not drawn)
45	CCC1CCCCN1C(=O)CSc1nnc(-c2ccc(Cl)cc2)o1 (stereo not drawn)
46	Cc1c2c(nc3c(C(=O)NC4CCCCC4C)cnn13)CCCC2 (stereo not drawn)
47	Cc1cc(C)n(-c2nc3c(c(=O)[nH]c(=O)n3C)n2C)n1
48	CCOC(=O)C1C(=O)CC(C)(O)C(C(=O)OCC)C1c1cccc(OC)c1 (stereo not drawn)

screen / no.	41	42	43	44	45	46	47	48
Abs 340nm	1	1.1	0.99	1	1	1	0.99	1
ROCK2 blocker	-4	8	-10	-2	0	nt	2	5
Fluor 339 460	1.1	1.1	1	1.1	1.1	4.4*	1.1	1.1
JNK3 inh	-4	0	2	5	-7	nt	1	2
Her2 expr inh	85	94	101	51	99	99	119	89
DUSP1 inh	8	8	-26	-6	-4	25	-12	4
Cdc25B block	-8	-13	-10	-6	-6	-3	5	-5
PKA inh	-2	7	3	8	7	1	6	8
Hsp90 inh	1	-7	-2	-3	-3	-2	-4	0

5 compounds drawn at random from the list so far:
48	CCOC(=O)C1C(=O)CC(C)(O)C(C(=O)OCC)C1c1cccc(OC)c1 (stereo not drawn)
46	Cc1c2c(nc3c(C(=O)NC4CCCCC4C)cnn13)CCCC2 (stereo not drawn)
42	O=C(NCCCN1CCc2ccccc2C1)C1CCN(c2nnc(-n3cccc3)s2)CC1
41	COc1cccc(N(CC(=O)Nc2cccc(N(C)S(C)(=O)=O)c2)S(C)(=O)=O)c1
47	Cc1cc(C)n(-c2nc3c(c(=O)[nH]c(=O)n3C)n2C)n1

screen / no.	48	46	42	41	47
Abs 340nm	1	1	1.1	1	0.99
ROCK2 blocker	5	nt	8	-4	2
Fluor 339 460	1.1	4.4*	1.1	1.1	1.1
JNK3 inh	2	nt	0	-4	1
Her2 expr inh	89	99	94	85	119
DUSP1 inh	4	25	8	8	-12
Cdc25B block	-5	-3	-13	-8	5
PKA inh	8	1	7	-2	6
Hsp90 inh	0	-2	-7	1	-4

The listing picks up with the 2 entries that preceded the break.
47	Cc1cc(C)n(-c2nc3c(c(=O)[nH]c(=O)n3C)n2C)n1
48	CCOC(=O)C1C(=O)CC(C)(O)C(C(=O)OCC)C1c1cccc(OC)c1 (stereo not drawn)
49	COc1ccccc1-n1cnnc1SCC(=O)Nc1ncc(Cl)cc1Cl
50	CCOC(=O)c1cc2sccc2n1Cc1ccc(C#N)cc1
51	Cc1occc1C(=O)NC(C)c1ccc2c(c1)OCO2 (stereo not drawn)
52	Clc1ccc2c(c1)C(N1CCNCC1)=Nc1ccccc1O2
53	COc1cc2cc(CN(Cc3nnnn3Cc3ccco3)C3CCCCC3)c(=O)[nH]c2cc1OC
54	COc1cc(NC(=O)CSc2nc3ccccc3c(=O)n2C)ccc1NC(=O)c1ccco1
55	CCC(C)NC(=O)c1cc(-c2ccc(OC)cc2)on1 (stereo not drawn)
56	CCOC(=O)Cc1nnc(NC(=O)C(CC)Sc2nc(C)cc(=O)[nH]2)s1 (stereo not drawn)

screen / no.	47	48	49	50	51	52	53	54	55	56
Abs 340nm	0.99	1	0.98	0.97	1	1	1.1	1	0.99	1
ROCK2 blocker	2	5	1	3	4	-5	7	5	nt	-1
Fluor 339 460	1.1	1.1	1	1.1	1.1	0.98	1.7	1.7	1.1	1.1
JNK3 inh	1	2	10	5	1	-8	-3	5	nt	8
Her2 expr inh	119	89	90	181	95	101	111	64	128	85
DUSP1 inh	-12	4	3	-2	-1	-20	30	13	-11	7
Cdc25B block	5	-5	2	-23	-10	1	0	4	-7	0
PKA inh	6	8	4	6	11	-11	9	2	-1	-5
Hsp90 inh	-4	0	-2	-2	-6	-3&-1	-6	0	2	1

57	Cn1c2c(c(=O)n(C)c1=O)C(NC(=O)c1cccs1)(C(F)(F)F)C(=O)N2 (stereo not drawn)
58	O=C1CSC(c2ccccc2)N1CC12CC3CC(CC(O)(C3)C1)C2 (stereo not drawn)
59	Clc1ccc(-c2nnc(SCc3ccon3)o2)c(Cl)c1
60	O=C(CSc1nc2c(c(=O)n1-c1ccc(Cl)cc1)SCC2)NCc1ccco1
61	CC1=C(C(=O)N(C)C)C(c2ccc(Cl)c(Cl)c2)NC(=O)N1 (stereo not drawn)
62	CC(=O)c1cc(C#N)c(SCCC(C)C)nc1C
63	Cc1[nH]c2ccc(-c3nnc(SCC(=O)c4ccc(F)cc4)o3)cc2c1C
64	CN(C)C(=O)N1CCC(C(=O)NCc2ccc(F)cc2)CC1

screen / no.	57	58	59	60	61	62	63	64
Abs 340nm	1	0.95	1	1.1	1.1	1	1.1	1
ROCK2 blocker	-13	6	3	nt	5	2	5	-1
Fluor 339 460	1.1	1	1.1	1.1	1.1	1.1	1.3	1
JNK3 inh	6	12	-2	nt	-1	-2	2	-1
Her2 expr inh	70	98	167	30	107	77	89	101
DUSP1 inh	-6	-16	-8	14	7	10	17	4
Cdc25B block	13	-15	-11	-2	-12	-9	0	9
PKA inh	-1	3	7	3	7	-5	0	-7
Hsp90 inh	-3	2	-4	nt	-3	-4	0	-1

Source: PubChem BioAssay (several laboratories)
